Source: PubChem (NMMLSC)
MEP2-GFP yeast: modulators of MEP2-GFP levels in yeast, primary screen, S. cerevisiae, multiplex flow cytometry, MLPCN library; S. cerevisiae MEP2-GFP strain, 3 h; 100% = DMSO control level; GFP response vs DMSO, % at 10 µM; 330,000 tested, 0.51% active; AID 2016, 2009;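 active = GFP response versus DMSO above a set limit, roughly screen mean plus 3 SD, cut at about 180% in these data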;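 also: median GFP fluorescence of the barcode-gated MEP2-GFP cells per well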
RPL19A-GFP yeast: RPL19A-GFP expression modulators in yeast, primary screen, cell-based, S. cerevisiae, multiplex flow cytometry, MLPCN | S. cerevisiae RPL19A-GFP strain, 3 h; stronger effect = lower value | percent response vs DMSO, % at 10 µM | 330,000 tested, 0.3% active | AID 2025, 2009;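 active = percent response vs DMSO below 50%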;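 also: median channel GFP fluorescence of the barcoded RPL19A-GFP strain; ratio of sample median GFP to plate DMSO average so 100% = DMSO; lower means less RPL19A-GFP as with rapamycin TOR inhibition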
Yeast superoxide: reduction of superoxide in aged yeast, primary screen, HTS; superoxide response (% of plate mean), % at 10 µM; AID 2690, 2010; 330,000 tested, 0.18% active; S. cerevisiae aged cells, superoxide DHE fluorescence; stronger effect = lower value;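 active = superoxide response under a set limit, about three screen SD below normal, cut at about 65% in these data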;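 also: yeast aged for seven days with compound at 30 °C before DHE staining; 100% = average MFI of all compound-treated wells on the plate with controls excluded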
VLA-4 inh: inhibition in human VLA-4 binding assay, primary screen, VLA-4 allosteric modulator project, MLPCN library, flow cytometry, VLA-4 expressing cells. ligand binding flow cytometry. Integrin alpha-4 (Homo sapiens), P13612. 330,000 tested, 0.2% active. inhibition, % (about 7 µM as worked out from the volumes in the protocol); in the data active = inhibition above about 50%
CIT2-GFP yeast: modulators of CIT2-GFP expression in yeast, primary screen, S. cerevisiae, GFP fusion, multiplex flow cytometry, MLPCN library. S. cerevisiae CIT2-GFP strain, 3 h; 100 means same as DMSO wells. GFP response vs DMSO, % at 10 µM. 320,000 tested, 0.065% active. AID 2029, 2009;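 active = GFP response relative to DMSO above a set limit, near the screen mean plus 3 SD, cut at about 150% in these data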;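 also: ratio of well median GFP fluorescence to mean of DMSO wells on the plate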
AGP1-GFP MLPCN: modulators of AGP1-GFP expression in yeast TOR pathway, primary screen, cell-based, multiplex flow cytometry, S. cerevisiae, MLPCN library | 3 h; GFP as percent of DMSO wells | GFP response vs DMSO, % at 10 µM | 320,000 tested, 0.02% active | AID 2066, 2009;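 active = GFP response relative to DMSO above a set limit, near screen average plus 3 SD, cut at about 150% in these data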;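 also: median GFP channel fluorescence of the gated AGP1 strain per well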
LAP4-GFP MLPCN: modulators of LAP4-GFP expression in yeast, primary screen, S. cerevisiae, multiplex flow cytometry, MLPCN library; 3 h; median GFP as percent of DMSO wells; GFP response vs DMSO, % at 10 µM; 320,000 tested, 0.34% active;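 active = GFP response vs DMSO above a set limit, about the screen mean plus 3 SD, cut at about 150% in these data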
GRK2 aptamer HTS: compounds blocking aptamer binding on GRK2 – biochemical, human GRK2, bead flow cytometry, HTS, primary screen | inhibition of aptamer binding, % at 10 µM | Beta-adrenergic receptor kinase 1 (Homo sapiens), P25098 | 330,000 tested, 0.59% active | FAM-aptamer displacement from GRK2;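 active = inhibition of aptamer binding above 40%, roughly 3 SD of noise, on plates passing a quality check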;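 also: median bead fluorescence of bound FAM aptamer so fluorescent compounds give negative values; no value below 0 was filed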
Target sequence (P25098 whole entry, looked up): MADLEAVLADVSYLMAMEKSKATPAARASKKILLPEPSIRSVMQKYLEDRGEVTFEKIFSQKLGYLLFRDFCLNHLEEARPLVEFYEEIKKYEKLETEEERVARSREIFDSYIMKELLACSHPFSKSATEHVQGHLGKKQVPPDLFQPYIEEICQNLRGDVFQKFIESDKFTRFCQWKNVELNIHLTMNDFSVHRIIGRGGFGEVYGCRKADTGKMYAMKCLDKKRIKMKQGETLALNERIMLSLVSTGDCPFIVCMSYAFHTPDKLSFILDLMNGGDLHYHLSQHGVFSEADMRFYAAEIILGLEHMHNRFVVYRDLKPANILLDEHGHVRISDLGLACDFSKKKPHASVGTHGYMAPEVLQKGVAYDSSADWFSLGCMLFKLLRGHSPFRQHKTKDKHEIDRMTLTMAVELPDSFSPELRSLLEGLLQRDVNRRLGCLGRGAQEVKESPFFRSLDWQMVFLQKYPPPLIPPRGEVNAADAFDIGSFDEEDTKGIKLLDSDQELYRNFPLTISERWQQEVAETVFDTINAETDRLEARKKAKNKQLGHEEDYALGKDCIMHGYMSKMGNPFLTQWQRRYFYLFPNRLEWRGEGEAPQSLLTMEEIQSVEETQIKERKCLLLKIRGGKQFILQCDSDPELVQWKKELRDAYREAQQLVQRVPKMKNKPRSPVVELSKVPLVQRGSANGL
Starred values were filed as active, the others as inactive; . = no result given.

SMILES	MEP2-GFP yeast	RPL19A-GFP yeast	Yeast superoxide	VLA-4 inh	CIT2-GFP yeast	AGP1-GFP MLPCN	LAP4-GFP MLPCN	GRK2 aptamer HTS
CN(c1ccccc1)S(=O)(=O)c1ccc(Cl)c(C(=O)OCC(N)=O)c1	100	93	116	3	94	96	97	1
COc1ccc(CCNC(=O)c2nonc2N)cc1OC	93	96	114	2	99	97	90	0
COc1cccc(NC(=O)N2CCCC2C(=O)NCc2ccccc2F)c1 (stereo not drawn)	96	95	95	16	98	94	92	1
CCC(C)NC(=O)CNC(=O)c1nn(-c2ccc(OC)cc2OC)c(=O)c2ccccc12 (stereo not drawn)	107	101	79	-22	105	99	97	0
N/C(COc1cccc(Cl)c1)=N\O	106	93	106	21	99	104	113	0
CN1C(=O)C(CC(=O)Nc2ccc(F)cc2)N(Cc2cccs2)C1=S (stereo not drawn)	104	99	95	0	.	.	.	0
C=CCN(c1ccc(C(=O)Nc2ccc3c(c2)n(C)c(=O)n3C)cc1)S(C)(=O)=O	103	102	102	4	98	97	87	1
Cc1nn(C(C)(C)C)c(N)c1-c1ccccc1	96	98	96	6	93	93	90	2
O=C(Cn1cnc2ccccc2c1=O)Nc1ccc2c(c1)CCC2	101	97	90	22	104	102	96	0
O=C(Nc1cccc2ccccc12)c1cn(-c2ccccc2)nc1-c1cccs1	105	100	98	4	100	106	107	0
O=C1CC(O)(C(F)(F)F)Oc2c1ccc1ccccc21 (stereo not drawn)	101	99	81	-2	98	99	110	0
Cc1cc2nc(/C(C#N)=C/c3ccncc3)[nH]c2cc1C	102	103	84	-16	110	106	103	0
CS(=O)(=O)N(CC(=O)NCCSCc1ccccc1)c1ccccc1F	106	106	92	2	112	106	84	1
N#CC1=C(N)OC2=C(CCc3ccccc32)C1c1ccccc1Cl (stereo not drawn)	97	105	95	1	101	100	97	0
COc1ccnc2c1c(=O)n(Cc1ccc(Cl)cc1)c(=O)n2C	90	98	88	-17	103	100	115	0

One compound at a time, as listed above. Values in the order: MEP2-GFP yeast | RPL19A-GFP yeast | Yeast superoxide | VLA-4 inh | CIT2-GFP yeast | AGP1-GFP MLPCN | LAP4-GFP MLPCN | GRK2 aptamer HTS
COc1ccnc2c1c(=O)n(Cc1ccc(Cl)cc1)c(=O)n2C in the list: 90 | 98 | 88 | -17 | 103 | 100 | 115 | 0
O=C(Nc1cccc2ccccc12)c1cn(-c2ccccc2)nc1-c1cccs1 in the list: 105 | 100 | 98 | 4 | 100 | 106 | 107 | 0
C=CCN(c1ccc(C(=O)Nc2ccc3c(c2)n(C)c(=O)n3C)cc1)S(C)(=O)=O in the list: 103 | 102 | 102 | 4 | 98 | 97 | 87 | 1

Ordered by the number under AGP1-GFP MLPCN (lowest first): 7 of the compounds above.
SMILES,MEP2-GFP yeast,RPL19A-GFP yeast,VLA-4 inh,CIT2-GFP yeast,AGP1-GFP MLPCN,LAP4-GFP MLPCN,GRK2 aptamer HTS
Cc1nn(C(C)(C)C)c(N)c1-c1ccccc1,96,98,6,93,93,90,2
COc1cccc(NC(=O)N2CCCC2C(=O)NCc2ccccc2F)c1 (stereo not drawn),96,95,16,98,94,92,1
CN(c1ccccc1)S(=O)(=O)c1ccc(Cl)c(C(=O)OCC(N)=O)c1,100,93,3,94,96,97,1
C=CCN(c1ccc(C(=O)Nc2ccc3c(c2)n(C)c(=O)n3C)cc1)S(C)(=O)=O,103,102,4,98,97,87,1
O=C1CC(O)(C(F)(F)F)Oc2c1ccc1ccccc21 (stereo not drawn),101,99,-2,98,99,110,0
N#CC1=C(N)OC2=C(CCc3ccccc32)C1c1ccccc1Cl (stereo not drawn),97,105,1,101,100,97,0
CS(=O)(=O)N(CC(=O)NCCSCc1ccccc1)c1ccccc1F,106,106,2,112,106,84,1

Back to the main list with the three entries that preceded the break.
SMILES	MEP2-GFP yeast	RPL19A-GFP yeast	Yeast superoxide	VLA-4 inh	CIT2-GFP yeast	AGP1-GFP MLPCN	LAP4-GFP MLPCN	GRK2 aptamer HTS
CS(=O)(=O)N(CC(=O)NCCSCc1ccccc1)c1ccccc1F	106	106	92	2	112	106	84	1
N#CC1=C(N)OC2=C(CCc3ccccc32)C1c1ccccc1Cl (stereo not drawn)	97	105	95	1	101	100	97	0
COc1ccnc2c1c(=O)n(Cc1ccc(Cl)cc1)c(=O)n2C	90	98	88	-17	103	100	115	0
O=C(CCNC(=O)c1ccc([N+](=O)[O-])cc1)NNC(=O)c1ccncc1	101	101	106	5	108	87	70	5
COCCn1c(SCC(=O)NC2CCCCC2C)nnc1-c1ccncc1 (stereo not drawn)	102	106	94	3	109	101	98	2
COc1ccc(CC(=O)Nc2ccc(C(=O)NC(C)(C)C)cc2)cc1	113	110	89	3	110	113	104	0
COc1cccc(NC(=O)Nc2cccc(C(=O)O)c2)c1	106	83	107	8	.	97	86	0
Cc1cccnc1NC(=O)CCCNC(=O)c1ccc(Cl)cc1	114	111	98	12	105	116	118	1
S=C1NCCOCCNC(=S)NCCOCCOCCN1	111	110	78	17	109	108	97	0
CCCCNC(=O)[C@H](Cc1c[nH]c2ccccc12)NC(=O)c1ccccc1Cl	104	103	87	7	96	105	93	0
O=C(N/N=C\C=C\c1ccc2c(c1)OCO2)C1COc2cc3ccccc3cc2O1 (stereo not drawn)	118	100	78	10	105	98	109	0
COc1ccc(NC(=O)C(c2ccc(OC)cc2)N(C)C(=O)CC2NC(=O)NC2=O)cc1 (stereo not drawn)	102	101	95	22	94	100	93	2
COc1ccccc1/C=C/C=N/NC(=O)c1ccc(=O)n(C)c1	102	102	104	18	100	105	100	0
COc1cc(Cl)c(C)cc1Nc1ncccn1	108	102	112	4	103	103	104	0
CCOc1cc(N2CCOCC2)c(OCC)cc1NC(=O)c1ccc(NC(C)=O)cc1	111	114	92	10	108	106	107	2
NC(=O)C(=O)N/N=C/c1c(F)c(F)c(F)c(F)c1F	109	103	103	13	106	104	93	1
Cc1ccc(C)n1-c1ccc(C(=O)Nc2ccccc2)cc1	99	100	102	-6	89	98	96	0
CSC1=NC(C(Cl)(Cl)Cl)N=C(c2ccc(C)cc2)N1 (stereo not drawn)	109	100	70	9	96	107	120	1
COc1ccc(-c2nc3c(s2)CCc2onc(-c4ccc(OC)cc4)c2-3)cc1	90	97	88	1	74	85	108	5
COc1ccc(CN(C)C(=O)c2cc(-c3ccccc3)nc3ccc(C)cc23)c(OC)c1OC	109	114	99	-5	.	95	86	0
COc1ccc(CCN(C)C(=O)c2cc(S(=O)(=O)N3CCCCC3)ccc2Cl)cc1OC	84	88	96	17	85	92	101	0
COc1cccc(OC)c1C(=O)NC(=S)Nc1ccc2c(c1)OCCO2	97	94	104	18	93	98	103	0
COc1ccc(OC)c(NC(=O)COC(=O)Cn2nnc(-c3ccccc3)n2)c1	92	93	87	9	92	87	100	2
COc1ccc(N(CCN2C(=O)c3ccccc3C2=O)C(=O)c2cccc([N+](=O)[O-])c2)cc1	101	105	104	5	104	100	92	0
Cc1[nH]c(C)c(S(=O)(=O)N2CCN(c3cccc(Cl)c3)CC2)c1C(=O)N1CCCCC1	99	102	92	-1	113	107	97	3
CC1=NN(C(N)=S)C(=O)C1N=Nc1ccccc1Cl (stereo not drawn)	106	97	97	-2	112	107	126	0
CCN(CC)c1ccc(/C=N/NC(=O)CNC(=O)C2COc3ccccc3O2)c(O)c1 (stereo not drawn)	96	103	111	-7	95	98	95	1
CC(C)(C)OC(=O)N1CCCC1C(=O)NCCc1ccccc1 (stereo not drawn)	107	103	96	5	105	102	108	1
CCOc1ccccc1CSc1nc2ccccc2[nH]1	103	101	118	30	91	96	94	1
Cc1ccc(S(=O)(=O)N2CCC(NC(=O)c3cccc(F)c3)CC2)cc1	105	111	112	7	107	105	90	1
COC(=O)c1ccc(C)cc1	98	101	96	1	104	104	96	1
COc1ccc(-c2noc(CCC(=O)NCCCN3CCN(c4ccccc4F)CC3)n2)cc1	105	107	76	0	107	109	104	0
C[C@H](NC(=O)c1ccc(C(C)(C)C)cc1)C(=O)N1CCC2(CC1)NCCc1[nH]cnc12	99	95	91	11	94	93	94	0
Cc1ccccc1CS(=O)(=O)c1nnc([C@H](CC(C)C)NC(=O)OC(C)(C)C)o1	106	98	110	27	92	92	110	0
COc1ccc(CCNCc2cc3ccc(C)cc3[nH]c2=O)cc1OC	112	103	93	-4	99	98	92	0
O=C(NCc1ccccc1C(F)(F)F)C1CC(c2ccccc2[N+](=O)[O-])=NO1 (stereo not drawn)	96	102	101	-4	84	89	112	0
Cc1ccc(S(=O)(=O)NC2CCSC2=O)cc1C (stereo not drawn)	102	100	80	16	99	108	103	1
COc1ccc(CCNC(=O)CN(c2ccccc2OC)S(C)(=O)=O)cc1OC	104	102	107	8	103	102	98	4
COc1ccc(NC(=O)CCS(=O)(=O)c2cccc3nonc23)cc1	100	101	108	0	101	109	109	1
Cc1cc(C)n2c(=S)[nH]nc2n1	102	101	102	24	92	104	106	5
CCOC(=O)c1c(-c2ccc(C)cc2)csc1NC(=O)c1cc2ccccc2oc1=O	100	104	96	-16	104	109	109	0
COc1ccc(C(=O)N/C(=C\c2ccccc2)C(=O)N2CCOCC2)cc1	103	111	84	9	101	107	99	0
CCN(CC)S(=O)(=O)c1ccc(C(=O)NCc2ccc3[nH]c4c(c3c2)CCCC4)cc1	106	102	107	-13	95	92	115	0
CCn1c(=O)c(=O)n(CC)c2cc(S(=O)(=O)Nc3ccc(C)cc3)ccc21	109	106	99	1	112	110	109	1
CNC[C@H](CC1CCCCC1)NC[C@H](Cc1ccccc1)NCCC12CC3CC(CC(C3)C1)C2	97	97	117	-1	95	85	121	0
COc1cccc(/C=C/C(=O)N(C)CC(=O)Nc2ccc(Cl)c(C(F)(F)F)c2)c1	99	100	110	-5	85	111	101	2
COCCc1nc2ccc(C(=O)N3CCCC(CCCO)C3)cc2o1 (stereo not drawn)	107	100	82	7	109	106	94	0
COc1ccc2cc(C(c3nnnn3Cc3ccccc3)N3CCCCCC3)c(=O)[nH]c2c1 (stereo not drawn)	104	106	113	-6	106	106	99	0

Entries above that have a CF3 group:
SMILES	MEP2-GFP yeast	RPL19A-GFP yeast	Yeast superoxide	VLA-4 inh	CIT2-GFP yeast	AGP1-GFP MLPCN	LAP4-GFP MLPCN	GRK2 aptamer HTS
O=C1CC(O)(C(F)(F)F)Oc2c1ccc1ccccc21 (stereo not drawn)	101	99	81	-2	98	99	110	0
O=C(NCc1ccccc1C(F)(F)F)C1CC(c2ccccc2[N+](=O)[O-])=NO1 (stereo not drawn)	96	102	101	-4	84	89	112	0
COc1cccc(/C=C/C(=O)N(C)CC(=O)Nc2ccc(Cl)c(C(F)(F)F)c2)c1	99	100	110	-5	85	111	101	2

Additional entries
SMILES	MEP2-GFP yeast	RPL19A-GFP yeast	Yeast superoxide	VLA-4 inh	CIT2-GFP yeast	AGP1-GFP MLPCN	LAP4-GFP MLPCN	GRK2 aptamer HTS
COc1ccc(NC(=O)CCNC(=O)c2ccco2)c(OC)c1	96	93	91	10	86	93	81	0
CCOC(=O)C1(Cc2cccc(Cl)c2)CCCN(C(=O)c2cnn(CC)c2)C1 (stereo not drawn)	97	108	94	-8	113	94	76	0
O=C(C[C@@H]1C/C=C\C[C@H](NC(=O)OCC2c3ccccc3-c3ccccc32)C(=O)O[C@H](c2ccccc2)CNC1=O)NCCO	97	96	129	-4	89	96	90	11
O=C(c1cccc(N2CCCC2=O)c1)N1CCN(c2ccc(F)cc2)CC1	103	98	92	0	109	102	94	0
